4MU fluor = compound fluoresces in the 4-MU spectral region; max dye-equivalent concentration, M; compound autofluorescence, 340/450 nm, 4-MU equivalents; hits give high values; hit rate 11% among 59,000; AID 589; in the data active = max dye-equivalent concentration above about 10 nM; inconclusive = mostly about 1.1 nM to 9.6 nM
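Intrinsic fluorescence at 340/450 nm (ex/em) was read after 15 min at room temperature in pH 8.0, 100 mM Tris. Each compound concentration expressed as 4-MU-equivalent concentration from a six-point 4-MU standard series on each plate.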
USP2a inh = blocks human ubiquitin-specific protease USP2a. O75604. USP2a enzymatic assay, qHTS inhibition. Potency, µM (doses to about 38.3 µM), for the others: at the top dose activity change, negative = inhibition, actives largely listed as inhibitors. hit rate 0.1% among 60,000;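 also: potency is read from the fitted curve at half-maximal effect; nearly all actives have a fitted effect of over 60% in size; plate controls were DMSO for no effect and NEM full inhibition control for full effect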
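USP2 core (20nM final) preincubated 30 min RT with compound, then Ub-PLA2 20nM and NBD C6-HPC 20uM final added; buffer 20mM Tris-HCl pH 8.0, 2mM CaCl2. Fluorescence Ex 460/Em 535 read at 0 and 2.5 h; normalized to NEM.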
HEK293 cAMP ctrl = parental HEK293 cAMP activation (counter-screen). parental HEK293 CNG cAMP sensor, membrane potential fluorescence. Potency, µM (doses to about 57.1 µM), for inactives: at the top dose activation, most hits filed as activators. hit rate 2.5% among 73,000. AID 938; also: potency is read from the fitted curve at half-maximal effect; % of control where 0% means no effect; nearly all actives have a fitted effect of over 55% in size
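Parental HEK 293 cells stably expressing a cAMP-gated CNG channel were loaded with membrane potential dye containing 100 uM RO 20-1724 for 60 min. Compound added for 30 min; depolarization read as fluorescence intensity at 590 nm.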
Fluorescein fluor = fluorescein region autofluorescence; Compound autofluorescence, 480/540 nm, fluorescein-equivalent; hits give high values; max fluorescein-equivalent concentration, M; hit rate 0.91% among 59,000; AID 593; in the data active = max fluorescein-equivalent concentration above about 10 nM; inconclusive = between about 1.1 nM and that limit
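Library compounds, added at multiple concentrations to pH 8.0 Tris buffer (100 mM), incubate 15 min at room temperature before CCD imaging at 480 nm excitation and 540 nm emission.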
Caspase-1 inhib = caspase-1 (human) inhibition, allosteric or competitive; hit rate 0.03% among 75,000; Potency, µM (titrated, usually from 57.5 µM), for inactives: at the top dose activity change, negative = inhibition, most hits filed as inhibitors; Caspase-1 enzyme, Ac-WEHD-AFC fluorogenic rate;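 also: potency is read from the fitted curve at half-maximal effect; plate controls were vehicle for no effect and no substrate for full effect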
BRCT inh red = disrupts BRCA1 BRCT binding to phosphoprotein, red fluorophore readout. hit rate 0.03% among 75,000. AID 892. Potency, µM (series often up to 76.9 µM), inactives show top-dose activity change, negative = inhibition, hits mostly inhibitors. BRCT-phosphopeptide binding, red fluorescence polarization. P38398; also: % is scaled to controls: 0 for no effect and ±100 for the full control effect
Target sequence (P38398 whole entry, looked up): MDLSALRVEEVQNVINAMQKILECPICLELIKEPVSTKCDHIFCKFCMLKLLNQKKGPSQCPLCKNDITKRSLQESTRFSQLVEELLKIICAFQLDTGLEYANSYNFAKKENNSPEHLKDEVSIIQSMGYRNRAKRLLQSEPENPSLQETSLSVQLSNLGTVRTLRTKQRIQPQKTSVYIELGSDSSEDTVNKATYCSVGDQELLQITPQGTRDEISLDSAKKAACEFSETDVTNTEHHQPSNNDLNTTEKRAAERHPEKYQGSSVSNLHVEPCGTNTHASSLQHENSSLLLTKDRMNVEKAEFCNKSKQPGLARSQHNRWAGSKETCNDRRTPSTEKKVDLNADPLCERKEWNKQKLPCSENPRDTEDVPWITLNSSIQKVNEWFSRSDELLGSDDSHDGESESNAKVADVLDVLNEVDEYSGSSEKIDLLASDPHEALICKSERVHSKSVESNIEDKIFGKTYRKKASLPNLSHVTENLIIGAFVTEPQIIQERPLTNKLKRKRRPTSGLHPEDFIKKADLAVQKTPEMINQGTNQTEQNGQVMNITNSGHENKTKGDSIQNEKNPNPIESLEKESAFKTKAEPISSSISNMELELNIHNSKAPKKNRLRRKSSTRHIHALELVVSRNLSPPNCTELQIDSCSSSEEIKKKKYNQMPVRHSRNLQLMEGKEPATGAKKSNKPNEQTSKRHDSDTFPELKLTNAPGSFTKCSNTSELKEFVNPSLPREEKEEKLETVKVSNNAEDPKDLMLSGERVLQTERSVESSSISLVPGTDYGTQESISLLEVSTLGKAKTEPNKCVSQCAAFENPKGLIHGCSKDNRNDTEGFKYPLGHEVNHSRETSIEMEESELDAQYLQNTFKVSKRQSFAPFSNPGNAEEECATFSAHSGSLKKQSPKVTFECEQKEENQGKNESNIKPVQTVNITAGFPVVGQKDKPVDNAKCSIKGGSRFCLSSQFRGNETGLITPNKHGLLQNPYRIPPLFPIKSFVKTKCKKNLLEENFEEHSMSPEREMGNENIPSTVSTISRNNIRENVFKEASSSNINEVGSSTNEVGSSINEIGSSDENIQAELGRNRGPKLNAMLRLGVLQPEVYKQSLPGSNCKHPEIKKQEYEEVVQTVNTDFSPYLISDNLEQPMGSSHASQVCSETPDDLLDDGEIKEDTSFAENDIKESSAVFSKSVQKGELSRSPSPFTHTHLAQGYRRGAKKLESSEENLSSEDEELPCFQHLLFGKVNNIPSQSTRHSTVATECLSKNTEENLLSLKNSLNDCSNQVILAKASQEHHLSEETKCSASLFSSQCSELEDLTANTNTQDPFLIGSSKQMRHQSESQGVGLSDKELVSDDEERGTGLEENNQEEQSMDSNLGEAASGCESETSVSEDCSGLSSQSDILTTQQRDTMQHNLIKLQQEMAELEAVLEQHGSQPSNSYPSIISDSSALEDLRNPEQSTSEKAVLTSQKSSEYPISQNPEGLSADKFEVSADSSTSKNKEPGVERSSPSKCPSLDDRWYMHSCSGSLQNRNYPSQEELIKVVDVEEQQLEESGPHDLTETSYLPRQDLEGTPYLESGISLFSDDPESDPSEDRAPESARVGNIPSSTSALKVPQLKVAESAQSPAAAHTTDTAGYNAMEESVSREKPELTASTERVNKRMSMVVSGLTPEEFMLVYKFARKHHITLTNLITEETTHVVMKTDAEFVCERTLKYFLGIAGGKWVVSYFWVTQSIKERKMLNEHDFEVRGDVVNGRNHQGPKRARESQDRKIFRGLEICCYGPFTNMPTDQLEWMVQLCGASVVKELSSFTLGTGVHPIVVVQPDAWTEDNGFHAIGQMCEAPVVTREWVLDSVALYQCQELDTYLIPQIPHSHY
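Rhodamine-labelled pBACH1 10-mer (100 nM) bound to BRCT domain (100 nM) at pH 7.3; compounds incubated 12 min room temperature, polarization read. Free peptide defines full inhibition; unlabelled decapeptide titrated as control.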
Rhodamine fluor = compound fluoresces in the rhodamine spectral region. Rhodamine-region fluorescence, 547/598 nm, Tris buffer; hits give high values. max dye-equivalent concentration, M. hit rate 0.05% among 59,000. AID 594; in the data active = max dye-equivalent concentration above about 11 nM; inconclusive = between about 1.1 nM and that limit
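Steps: pin-transfer compounds into pH 8.0 Tris (100 mM), hold 15 min at room temperature, image with a 547/598 nm filter pair, and convert intensities to rhodamine-equivalent concentration using a six-point on-plate rhodamine series.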
A350 autofl = compounds fluorescent in Alexa 350 spectral region; Compound autofluorescence, 340/450 nm, Alexa 350 dye-equivalents; hits give high values; max dye-equivalent concentration, M; hit rate 11% among 59,000; AID 590; in the data active = max dye-equivalent concentration above about 10 nM; inconclusive = mostly about 1.1 nM to 9.6 nM
Texas Red fluor = compounds fluorescent in Texas Red spectral region; Compound fluorescence, Texas Red channel, 547/618 nm; hits give high values; max dye-equivalent concentration, M; hit rate 0.06% among 59,000; AID 587; in the data active = max dye-equivalent concentration above about 10 nM; inconclusive = between about 1.1 nM and that limit
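Fluorescence at ex 547/em 618 nm, normalized against an on-plate Texas Red standard series to give dye-equivalent concentration per compound concentration. Buffer 100 mM Tris, pH 8.0; 15 min RT incubation before CCD imaging.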
BRCT PPI green = BRCA1 BRCT-phosphoprotein interaction inhibition; P38398; BRCA1 BRCT-phosphopeptide binding, green fluorescence polarization; Potency, µM (doses to about 76.9 µM), for the others: at the top dose activity change, negative = inhibition, actives largely listed as inhibitors; hit rate 0.05% among 75,000; AID 875;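 also: potency is read from the fitted curve at half-maximal effect; plate controls were peptide without protein for full effect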
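Compounds were incubated for 12 min at room temperature with a complex of 100 nM fluorescein-tagged pBACH1 decapeptide and 250 nM His-tagged BRCT protein. Buffer was phosphate pH 7.3 with EDTA, DTT and Tween 20. Disruption of binding lowers the polarization signal.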
Caspase-7 inhib = caspase-7 (human) inhibition, allosteric or competitive. P55210. recombinant caspase-7, Ac-DEVD-AFC fluorescence rate. Potency, µM (doses to about 57.5 µM), for inactives: top-dose activity change, negative = inhibition, most hits filed as inhibitors. hit rate 0.02% among 75,000; active = well fitted inhibition curve with a large enough effect in the main read-out, with a control signal flat, not every such curve was filed as active; inconclusive = small, poorly fitted or top-dose-only effect, or a change in a side signal; also: potency is read from the fitted curve at half-maximal effect; % of control where 0% means no effect
Numbers without * were called inactive; i = inactive; ? = inconclusive; · = not tested or not shown; [ ] = remark or other dose. Unless noted, calls follow the shape of the dose curve; as a rule, active = well fitted curve in the direction sought with a large enough effect; inconclusive = small, poorly fitted or top-dose-only effect, or another doubt; inactive = no such curve, though single readings can be large; an effect the other way counts as inactive or inconclusive. The list is partial; rates above refer to the full screens.

SMILES	4MU fluor	USP2a inh	HEK293 cAMP ctrl	Fluorescein fluor	Caspase-1 inhib	BRCT inh red	Rhodamine fluor	A350 autofl	Texas Red fluor	BRCT PPI green	Caspase-7 inhib
Cc1noc(C)c1CSc1nnc(-c2ccncc2)n1-c1ccc(Cl)c(Cl)c1	i	11%	30%	?	-4%	0.7%	i	?	i	0.6%	-2%[0.00368 µM]
O=C(NCCCN1CCOCC1)c1cc(-c2ccccc2)on1	i	8%	5%	i	2%	-1.6%	i	i	?	-1.6%	1%
COc1ccc(CCNc2nc(C)nc3c2oc2ccccc23)cc1OC	i	19%	?	i	-2%	0.7%	i	i	i	0.9%	1%
CCOc1ccccc1NC(=O)CCSc1nc2n[nH]c(C)c2c(=N)n1-c1ccccc1Cl	i	48%[activator]	11%	?	-3%	2.0%	i	i	i	0.8%	-2%
COc1cc(OC)c(C2CC(=O)N3CN(C)CSC3=C2C#N)cc1OC (stereo unspecified)	·	·	10%	·	1%	-0.2%	·	·	·	-0.7%	-3%
COc1ccccc1N1CCN(C(=O)c2c(-c3ccccc3Cl)noc2C)CC1	i	22%	?	?	-2%	-1.0%	i	i	i	-3.4%	0%
O=C(Nc1ccc(S(=O)(=O)N2CCCC2)cc1)c1ccc(CN2CCOCC2)cc1	i	7%	26%	?	-3%	0.2%	i	i	i	-0.2%	0%
c1ccc(-c2nn3c(-c4ccco4)nnc3s2)nc1	i	-6%	6%	i	-2%	-3.2%	i	?	i	-3.2%	-2%
CCOC(=O)N1CCC(NS(=O)(=O)c2ccc3c(c2)OCC(=O)N3)CC1	i	4%	?	i	-2%	0.6%	i	?	i	0.2%	-1%
CCOC(=O)c1ccccc1NC(=O)CN1CCC(n2nnc3cc(F)ccc32)CC1	i	7%	?	i	-1%	0.0%	i	i	i	-2.3%	-2%
CCC(=NC1CC(C)(C)NC(C)(C)C1)C1=C(O)CC(C)(C)CC1=O	·	·	-3%[11.4 µM]	·	-2%	-3.9%	·	·	·	-2.3%	1%
CCCN(C(=O)Cc1nc(N)n[nH]1)C1(C(=O)Nc2c(C)cccc2C)CCCCC1	i	14%	26%	i	2%	0.6%	i	i	i	-0.4%	0%
O=C(O)c1ccccc1C(=O)OCCCCOC(=O)c1ccccc1C(=O)O	·	-1%[7.66 µM]	9%[11.4 µM]	·	-1%	0.2%	·	·	·	-2.8%	1%
C=CCNC(=O)CCCOc1cccc(C)c1	·	5%[7.66 µM]	15%[11.4 µM]	·	-1%	-0.1%	·	·	·	-1.0%	1%
CCn1cc(C(=O)NCc2ccc3c(c2)OCO3)c(=O)c2cc(S(=O)(=O)N3CCOCC3)ccc21	i	46%[activator]	7%	i	-4%	-0.5%	i	i	?	5.6%	-1%
COC(=O)c1ccccc1NC(=O)Cn1cc2c(n1)CCC(C)C2 (stereo unspecified)	·	·	16%	·	-2%	0.8%	·	·	·	-0.4%	-3%
Cc1ccc(-c2cc(C(=O)NCc3cccs3)no2)cc1	i	-3%	-1%	i	0%	1.1%	i	i	i	-4.7%	-1%
CCCCn1cnc2c(cnn2-c2ccc(Cl)cc2)c1=O	i	-3%	?	i	2%	-0.5%	i	i	i	-1.7%	-1%
CCC(=O)N1CCN(c2ccc(Cl)cc2NC(=O)c2ccc3c(c2)OCCO3)CC1	i	20%	?	i	-3%	-0.1%	i	i	?	1.6%	-3%
CCN1CCN(Cc2ccc(NC(=O)Nc3ccccc3OC)cc2)CC1	·	·	0%	·	-2%	-2.1%	·	·	·	0.1%	2%
COc1ccc2c(c1)-c1ccccc1S(=O)(=O)N2C(C)=O	7.1e-08M*	-6%	-15%	i	-2%	-1.7%	i	7.2e-08M*	?	-1.1%	-3%
C/C=C/c1ccc(OCCCCn2cncn2)c(OC)c1	i	-1%	3%	i	2%	-2.4%	i	i	?	-1.1%	0%
Cc1ccccc1Nc1nc(N)nc(CSc2nc3ccccc3c(=O)n2CCCO)n1	i	27%	17%	?	-2%	0.8%	i	i	i	0.6%	-6%
CC1(C)NC(=O)N(c2ccccc2Cl)C1(C)NO (stereo unspecified)	i	2%	-4%	i	3%	0.6%	i	i	i	-0.5%	-2%
CC(=O)C1=C(O)C(=O)N(CCCCCC(=O)O)C1c1ccc(N(C)C)cc1 (stereo unspecified)	?	-3%	?	i	-1%	-1.3%	i	?	i	-0.1%	-1%
COc1ccc(CC2S/C(=C(\C#N)C(=O)NCc3ccco3)N(c3ccc(C)cc3)C2=O)cc1 (stereo unspecified)	i	42%[activator]	0%	?	-9%	1.1%	i	i	i	8.7%	-6%
Clc1ccc(-c2nnc(SCc3ccon3)o2)c(Cl)c1	i	-2%	14%	i	-1%	0.6%	i	?	i	-0.4%	-2%
CN(C)c1nc(C(=O)OCCO)nc(N(C)C)n1	i	-9%	11%	i	-2%	-0.7%	i	i	i	0.5%	1%
CCOc1ccc(-n2cc(C(=O)N3CCC(C)CC3)c3cc(OC)c(OC)cc3c2=O)cc1	i	26%	24%	i	-3%	-0.9%	i	i	i	1.8%	2%
O=C1Cc2c([nH]c3ccc(Br)cc23)-c2ccccc2N1	i	22%	?	?	-1%	1.5%	i	i	i	5.2%	-3%

The list goes on (5 carried over from the part before).
SMILES	4MU fluor	USP2a inh	HEK293 cAMP ctrl	Fluorescein fluor	Caspase-1 inhib	BRCT inh red	Rhodamine fluor	A350 autofl	Texas Red fluor	BRCT PPI green	Caspase-7 inhib
COc1ccc(CC2S/C(=C(\C#N)C(=O)NCc3ccco3)N(c3ccc(C)cc3)C2=O)cc1 (stereo unspecified)	i	42%[activator]	0%	?	-9%	1.1%	i	i	i	8.7%	-6%
Clc1ccc(-c2nnc(SCc3ccon3)o2)c(Cl)c1	i	-2%	14%	i	-1%	0.6%	i	?	i	-0.4%	-2%
CN(C)c1nc(C(=O)OCCO)nc(N(C)C)n1	i	-9%	11%	i	-2%	-0.7%	i	i	i	0.5%	1%
CCOc1ccc(-n2cc(C(=O)N3CCC(C)CC3)c3cc(OC)c(OC)cc3c2=O)cc1	i	26%	24%	i	-3%	-0.9%	i	i	i	1.8%	2%
O=C1Cc2c([nH]c3ccc(Br)cc23)-c2ccccc2N1	i	22%	?	?	-1%	1.5%	i	i	i	5.2%	-3%
O=C(c1ccc(Cl)cc1)N1CCN(C(=O)c2ccco2)CC1	·	1%	-8%	·	-1%	0.4%	·	·	·	-1.3%	1%
Nc1nc(-c2ccc(Br)cc2)cs1	i	1%	-4%	i	-3%	1.2%	i	i	?	3.7%	-5%
CC(C)CNC(=O)COC(=O)c1cc(S(=O)(=O)N2CCCCC2)ccc1N1CCOCC1	?	-1%	3%	?	0%	0.4%	i	?	i	-2.0%	-2%
COc1ccc(NCc2n[nH]nc2-c2ccccc2)cc1Cl	i	11%	-10%	?	-3%	-0.9%	i	i	i	-1.3%	-3%
CCOC(=O)C(NC(=O)CC)(Nc1ccccc1OC)C(F)(F)F (stereo unspecified)	i	2%	-3%	i	3%	-0.2%	i	i	?	-1.5%	-2%
CCC1SC2=NC(C)=C(C(=O)OC)C(c3ccc(C)cc3)N2C1=O (stereo unspecified)	i	5%	?	i	1%	-0.7%	i	i	i	3.1%	-1%
Cc1ccccc1-n1c(SCc2c(C)noc2C)nnc1-c1ccncc1	i	27%	11%	i	-7%	0.8%	i	i	i	3.1%	-5%
Cc1c(NC(=O)C23CC4CC(CC(C)(C4)C2)C3)c(=O)n(-c2ccccc2)n1C	i	4%	5%	i	0%	-2.4%	i	i	i	-1.9%	0%
Cc1cc(S(=O)(=O)NCCN(C)C)c(C)s1	i	1%	5%	i	0%	0.4%	i	i	i	-2.4%	0%
Cc1nn(C)cc1/C=N/n1nnnc1N	i	·	·	i	·	·	i	i	i	·	·
CCOc1ccccc1C(=O)N(CCC(=O)OC)c1ccccn1	i	-3%	11%	i	-1%	1.2%	i	i	i	-0.2%	0%
COC(=O)CSc1nnc2c(C)cc3cc4c(cc3n12)OCCO4	i	-8%	?	i	-2%	0.5%	i	i	i	-2.9%	2%
CS(=O)(=O)N(Cc1ccccc1)c1ccc(C(=O)N2CCOCC2)cc1	i	2%	8%	?	0%	0.2%	i	?	i	-0.2%	2%
COc1cc(CN2CC(C)OC(C)C2)cc(OC)c1 (stereo unspecified)	·	4%	2%	·	1%	0.9%	·	·	·	-1.1%	1%
O=S(=O)(c1ccc(Cl)c(F)c1)N1CCC(c2nc(-c3ccncc3)no2)CC1	i	5%	?	i	0%	-0.1%	i	i	?	0.7%	2%
CC(C)(C)N1C(=O)[C@@H]2[C@H]3C(=CC[C@H]2C1=O)C(=O)[C@H]1O[C@H]1[C@H]3O	·	·	8%[11.4 µM]	·	0%[11.5 µM]	1.7%[15.4 µM]	·	·	·	-1.5%[15.4 µM]	-11%[11.5 µM]
COC(c1ccccc1Br)C(C)/C=C/CCO (stereo unspecified)	·	·	-2%[11.4 µM]	·	-1%[11.5 µM]	0.1%[15.4 µM]	·	·	·	-2.5%[15.4 µM]	-1%[11.5 µM]
